Screening data as filed in PubChem.
FN deposit inh: inhibitors of fibronectin matrix deposition, primary screen, AH1F cells, Alexa488-fibronectin fluorescence, plate reader. AH1F fibroblasts, overnight. inhibition, % at 12.6 µM. hit rate 0.086% among 350,000. AID 743247, 2014;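 active = mean inhibition across replicates of 30% or more, regardless of how many single replicates reach that level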;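 note: positive control wells lacked labelled fibronectin entirely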
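Material: AH1F fibroblast monolayer depositing Alexa488-labelled fibronectin into matrix | Input: 10000 AH1F cells/well | Medium: DMEM plus 2% serum, read in PBS | Reagent: Alexa488-fibronectin, 24 nM final in well | Compound dosing: One dose per compound, pinned | Schedule: 1 h adhesion, overnight exposure | Measured by: Fluorescence at 485 nm excitation, 525 nm emission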
PGC1a acetyl inh: inhibitors of PGC1a acetylation signal, primary screen, cell-based, U2OS, AlphaScreen, inhibitor mode; AlphaScreen anti-acetyl-lysine; with virally co-expressed GCN5 acetyltransferase; inhibition, % at 15.6 µM; hit rate 0.17% among 350,000; AID 651687, 2012;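 active = every replicate shows inhibition of at least 40%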;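 note: 0% = neutral control wells and 100% = positive control wells; some results beyond the cut were filed as inactive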
C2C12 statin: suppressors of statin myotoxicity in C2C12 myotubes, primary screen, cell-based, single point, plate reader; C2C12 myotubes + simvastatin, ATP luminescence, 48 h; scaled: DMSO 0, geranylgeraniol control 100; rescue of ATP level, % at 7.49 µM; hit rate 0.78% among 330,000; AID 602340, 2012;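 active = mean ATP rescue above about 67%, or every replicate alone reaching that limit, limit read from the data, passing the limit was not always enough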;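 note: myotubes were challenged with 10 µM simvastatin during compound exposure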
PglD inh: C. jejuni PglD acetyltransferase inhibitors, primary screen, biochemical, DTNB colorimetric, single point; hit rate 0.098% among 360,000; purified PglD enzyme, DTNB colorimetric CoA detection; inhibition, % at 12.5 µM; UDP-N-acetylbacillosamine N-acetyltransferase PglD (Campylobacter jejuni); in the data active = inhibition above about 16%, passing the limit was not always enough; note: strong numbers were not always called active
miR-122 sensor: miR-122 Renilla sensor signal increase in Huh7, primary screen, miR-122 inhibitor project, cell-based, single point, plate reader. Huh7 miR-122 Renilla luciferase sensor, 48 h; neutral wells = 0, positive control = 100. activation (reporter increase), % at 12.5 µM. hit rate 0.3% among 340,000. AID 602342, 2012;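 active = mean replicate activation score at least 90 and every replicate individually at or above 90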;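 note: higher luciferase means less miR-122 activity so hits act as miR-122 inhibitors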
CFTR F508del cor: F508del CFTR correction, initial screen, CFBE line, single point; activity (quench increase), % at 7.58 µM; AID 720511, 2013; hit rate 0.36% among 350,000; CFBE cells, YFP halide quenching; stimulated with forskolin plus potentiator P3; % fluorescence drop versus neutral controls;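 active = mean added fluorescence quench of at least 8% versus neutral control, with both replicates also reaching 8%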;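 note: cells transiently co-express mutant CFTR-F508del with the halide-sensitive YFP; corrector assay measuring rescue of mutant channel to the surface after 24 h compound exposure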
GSIS activator: GLuc luminescence reporter in INS-1E cells, primary screen for activators of glucose-dependent secretion of insulin; INS-1E GLuc reporter insulin secretion, 2-3 h; activation, % at 16.6 µM; hit rate 0.61% among 370,000;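 active = lowest replicate activation of at least 40%, so every replicate reaches that level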;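 note: 0% = median of neutral control wells and 100% = median of IBMX positive control wells; some compounds called inactive have numbers as strong as hits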
Cneo AK release: Cryptococcus neoformans cell lysis inducers, primary screen, AK release luminescence, single concentration | C. neoformans lysis, adenylate kinase release luminescence, 4 h; normalised: neutral wells 0, clomiphene wells 100 | lysis activity, % at 15 µM | hit rate 0.2% among 360,000;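 active = mean lysis activity across replicates of at least 80%, whatever share of replicates individually reach that level; inactive = mean lysis activity below 80%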
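Material – Cryptococcus neoformans yeast cells · Quantity – 5 × 10^6 yeast cells/mL · Buffer or medium – YPD medium · Compound – single dose · Timing – 4 h static compound exposure, 37 °C, read 1 h post-reagent · Signal – adenylate kinase release luminescence · Read-out basis – lysis from increased AK signal · Benchmarks – Clomiphene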
* marks the source's active call; other numbers are inactive results; x = no result given; [ ] = remark or other dose.

1) O=C(N/N=C/c1cccs1)c1c[nH]c2ccccc12
2) C[C@H](NC(=O)c1nc[nH]c1C(=O)NC(c1ccccc1)c1ccccc1)C(=O)OCc1ccccc1
3) CCN(CC)CC(=O)c1ccc(-c2ccccc2)cc1
4) CN(C)C(=O)CCSc1nnc(-c2ccco2)o1
5) CCOC(=O)CSc1nc2sc3c(c2c(=O)n1-c1ccc(OC)cc1)CCN(C)C3
6) COCCNC(=O)C[C@@H]1C[C@@H]2c3cc(NC(=O)C4CCOCC4)ccc3O[C@@H]2[C@H](CO)O1
7) Cc1ccc(C)c(N2CCN(C(=O)C(Cc3ccccc3)n3cccc3)CC2)c1 (stereo unspecified)
8) COc1ccc(NC(=O)Nc2ccc3c(c2)CC(=O)N([C@H](C)CO)C[C@@H](C)[C@@H](CN(C)S(=O)(=O)c2ccc(F)cc2)O3)cc1
9) Cc1cc(Nc2ccc(Cl)cc2)nc(NCc2ccccc2)n1
10) O=[N+]([O-])c1ccccc1S(=O)(=O)N1CCN(Cc2ccc3c(c2)OCO3)CC1
Assay by compound	1	2	3	4	5	6	7	8	9	10
FN deposit inh	4	-2	5	x	-3	6	1	6	6	-6
PGC1a acetyl inh	0	x	4	x	7	5	x	-1	0	9
C2C12 statin	-12	-4	x	-9	11	6	3	-11	x	21
PglD inh	4	2	6	-2	4	3	5	-1	8	x
miR-122 sensor	4	-2	-12	-3	x	1[16.7 µM]	x	-5[16.7 µM]	5	-4
CFTR F508del cor	x	-0.8	x	2.0	-1.6	1.5	-1.3	2.3	x	1.8
GSIS activator	-1	-22	x	-1	13	1	10	-5	300*	-8
Cneo AK release	-1	-1	-3	2	3	3	8	-2	x	x

Compounds from the list above that contain a halogen:
8) COc1ccc(NC(=O)Nc2ccc3c(c2)CC(=O)N([C@H](C)CO)C[C@@H](C)[C@@H](CN(C)S(=O)(=O)c2ccc(F)cc2)O3)cc1
9) Cc1cc(Nc2ccc(Cl)cc2)nc(NCc2ccccc2)n1
Assay by compound	8	9
FN deposit inh	6	6
PGC1a acetyl inh	-1	0
C2C12 statin	-11	x
PglD inh	-1	8
miR-122 sensor	-5[16.7 µM]	5
CFTR F508del cor	2.3	x
GSIS activator	-5	300*
Cneo AK release	-2	x

(continued)
11) CCCCCC(=O)NC(=S)Nc1cccc(-c2nc3ncccc3o2)c1
12) Cc1ccc(O)c(CCc2ccc(O)cc2)n1
13) CC(C)NC(=O)C12CC3CC(C1)CC(n1cnc(Cl)n1)(C3)C2
14) COc1ccccc1NC(=O)N1CCCCN2[C@@H](CO)[C@@H](c3ccc(-c4ccc(C)cc4)cc3)[C@@H]2C1
15) CC(C)NC(=O)N(C)C[C@@H]1Oc2ccc(NC(=O)NC3CCCCC3)cc2CC(=O)N([C@@H](C)CO)C[C@@H]1C
16) CCCN(CC1CC1)C(=S)NC(=O)c1ccccc1Br
17) O=C(NCCN1CCNC1=O)C1CCC(=O)N(CCc2ccccc2)C1 (stereo unspecified)
18) COc1cc(/C=N/NC(=S)Nc2cccc(C(=O)O)c2)cc(OC)c1OC
19) Fc1cccc(NC(=S)Nc2cccc3ccccc23)c1
20) COc1ccc2nc3n(c(=O)c2c1)-c1ccc(Cl)cc1C(=O)NC3Cc1ccc(O)cc1 (stereo unspecified)
Assay by compound	11	12	13	14	15	16	17	18	19	20
FN deposit inh	-7	4	6	7	x	3	-2	-6	4	-19
PGC1a acetyl inh	5	-9	-15	-26	-2	1	x	1	5	x
C2C12 statin	x	x	6	-36	27	-17	-4	x	6	14
PglD inh	0	x	-7	6	-5	1	-1	4	1	1
miR-122 sensor	-3	19	-7	-6[16.7 µM]	-5[16.7 µM]	0	1	-3	10	-2
CFTR F508del cor	-1.3	-1.4	x	-2.1	-2.6	2.5	2.3	x	-1.0	2.0
GSIS activator	-3	4	x	-29	-3	18	2	4	5	-2
Cneo AK release	1	x	0	8	-1	7	0	0	34	-4

7 of the entries above in order of the PglD inh value, descending:
# | compound | PglD inh
14 | COc1ccccc1NC(=O)N1CCCCN2[C@@H](CO)[C@@H](c3ccc(-c4ccc(C)cc4)cc3)[C@@H]2C1 | 6
18 | COc1cc(/C=N/NC(=S)Nc2cccc(C(=O)O)c2)cc(OC)c1OC | 4
20 | COc1ccc2nc3n(c(=O)c2c1)-c1ccc(Cl)cc1C(=O)NC3Cc1ccc(O)cc1 (stereo unspecified) | 1
11 | CCCCCC(=O)NC(=S)Nc1cccc(-c2nc3ncccc3o2)c1 | 0
17 | O=C(NCCN1CCNC1=O)C1CCC(=O)N(CCc2ccccc2)C1 (stereo unspecified) | -1
15 | CC(C)NC(=O)N(C)C[C@@H]1Oc2ccc(NC(=O)NC3CCCCC3)cc2CC(=O)N([C@@H](C)CO)C[C@@H]1C | -5
13 | CC(C)NC(=O)C12CC3CC(C1)CC(n1cnc(Cl)n1)(C3)C2 | -7

(continued)
21) CCCCCc1cc(=O)oc2c(C(CCN3CCCC3)c3ccc(N(C)C)cc3)c(OC)cc(OC)c12 (stereo unspecified)
22) COCCCNc1c2c3c(cccc3[nH]c1=O)C(=O)c1ccccc1-2
23) COC(=O)c1ccc2c(=O)n(Cc3ccc4c(c3)OCO4)c(=S)[nH]c2c1
24) c1ccc(CN2CCN(c3ncccn3)CC2)cc1
25) CCOc1ccc(N(C)S(=O)(=O)c2ccc3[nH]cc(C(=O)NCCOC)c(=O)c3c2)cc1
26) COc1ccc(NC(=O)N(C)C[C@@H]2Oc3ccc(NC(=O)NC4CCCCC4)cc3C(=O)N([C@@H](C)CO)C[C@H]2C)cc1
27) Cc1ccc(S(=O)(=O)Nc2ccc(Nc3nccn4c(-c5cccc(OC(F)(F)F)c5)cnc34)cc2)cc1
28) CCOc1ccc(S(=O)(=O)N2CCOCC2)cc1NC(=O)Cc1c(F)cccc1Cl
29) C[C@H]1CN([C@@H](C)CO)C(=O)c2cc(C3=CCCCC3)cnc2O[C@@H]1CN(C)C(=O)c1ccc2c(c1)OCO2
30) CC(=O)OCC(=O)C1(O)CCC2C3CCC4=CC(=O)CCC4(C)C3(F)C(O)CC21C (stereo unspecified)
Assay by compound	21	22	23	24	25	26	27	28	29	30
FN deposit inh	5	-42	-3	-2	-7	x	1	15	-8	-2
PGC1a acetyl inh	x	8	x	3	3	-6	x	x	-26	-1
C2C12 statin	-104	-25	-19	-3	5	-4	18	-2	37	11
PglD inh	-3	2	2	1	-4	-2	3	1	-4	-1
miR-122 sensor	x	39	x	-7	1	5[16.7 µM]	-4	x	16[16.7 µM]	4
CFTR F508del cor	2.1	46*	-3.0	1.3	-1.2	-0.3	-0.4	-0.5	-1.8	6.3
GSIS activator	2	x	2	-12	66*	-1	1	10	-13	-31
Cneo AK release	7	-2	6	3	0	5	-1	5	-1	1

31) N#Cc1nc(COc2cccc(Cl)c2)oc1N1CCCC1
32) CCOc1ccccc1N/C=C(\C#N)c1nc2ccccc2n1C
33) COc1ccc(C(=O)NNC(=O)OC(C)(C)C)cc1
34) COc1ccccc1NC(=O)N(C)C[C@@H]1Oc2ncc(C#CCN(C)C)cc2C(=O)N([C@H](C)CO)C[C@H]1C
35) Cc1noc(C)c1S(=O)(=O)N(C)C[C@H]1Oc2ccc(NC(=O)Cn3cnnn3)cc2C(=O)N([C@H](C)CO)C[C@@H]1C
36) CC(C)CC(c1nnnn1Cc1ccc2c(c1)OCO2)N1CCC(C(N)=O)CC1 (stereo unspecified)
37) CCOC(=O)C1CCCN(c2c(NCCCN(C)c3ccccc3)c(=O)c2=O)C1 (stereo unspecified)
38) CN(CC(=O)Nc1cccc(C#N)c1)Cc1ccc(Cl)cc1
39) COCCN(CC1CCCN(C2Cc3ccccc3C2)C1)C(=O)CCC(F)(F)F (stereo unspecified)
40) CCOc1ccc(S(=O)(=O)N2CCCC(C(=O)NCc3ccco3)C2)cc1 (stereo unspecified)
Assay by compound	31	32	33	34	35	36	37	38	39	40
FN deposit inh	3	1	-2	x	2	-4	-2	5	4	-8
PGC1a acetyl inh	4	21	6	4	-8	x	6	3	4	x
C2C12 statin	0	x	7	-10	-2	11	0	x	-1	x
PglD inh	-1	x	6	3	0	-3	3	x	4	-1
miR-122 sensor	-1	10	-14	-3[16.7 µM]	0	18	0	x	-4	x
CFTR F508del cor	0.0	x	-1.5	1.4	1.1	2.1	0.8	0.8	3.8	0.8
GSIS activator	13	8	0	19	20	9	4	-14	6	19
Cneo AK release	1	x	2	4	-1	6	-1	x	-1	-4

41) COc1ccccc1CC(=O)N1CCN(c2ccccn2)CC1
42) O=C(Nc1ccc2c(c1)[C@@H]1C[C@@H](CC(=O)N3CCCCC3)O[C@H](CO)[C@@H]1O2)NC1CCCC1
43) O=C1NC(=S)N(C(=O)c2ccc(F)cc2)/C1=C/c1ccccc1
44) Cc1[nH]c2ccc(-c3n[nH]c(=S)n3Cc3ccccc3)cc2c1C
45) O=C1Nc2ccc(F)cc2C12Nc1ccccc1-c1nnc(SCc3ccccc3Cl)nc1O2 (stereo unspecified)
46) Cc1c(C#N)c(NC(=O)c2cccc(Cl)c2)n(Cc2ccccc2)c1C
47) Nc1nc(SCn2nnc3ccccc3c2=O)n[nH]1
48) COc1cc(C2NC(=O)NC(O)(C(F)(F)F)C2C(=O)c2cccs2)ccc1O (stereo unspecified)
49) COc1ccc(C2=NN(C(=O)c3ccco3)C(c3cccs3)C2)cc1OC (stereo unspecified)
50) O=S(=O)(Nc1cccc(Cl)c1)c1cccc(-n2cnnn2)c1
Assay by compound	41	42	43	44	45	46	47	48	49	50
FN deposit inh	x	-1	16	-9	x	x	4	x	8	-2
PGC1a acetyl inh	12	-4	1	-12	-10	1	x	-1	-2	-5
C2C12 statin	-5	-1	1	x	9	-9	x	28	13	-3
PglD inh	-3	-1	0	1	-4	3	-2	-3	2	-9
miR-122 sensor	7	0[16.7 µM]	-5	-3	3	0	x	2	-6	57
CFTR F508del cor	x	2.1	1.7	x	x	x	4.2	-2.7	1.6	0.9
GSIS activator	x	-1	-34	-13	x	-41	1	9	81*	x
Cneo AK release	-15	0	1	-3	-2	-2	0	3	-2	1

51) CC1CCc2sc(C(=O)NC3CCN(Cc4ccccc4)CC3)cc2C1 (stereo unspecified)
52) C[C@H](CO)N1C[C@H](C)[C@@H](CN(C)Cc2ccccc2)Oc2ncc(C#CC3(O)CCCC3)cc2C1=O
53) O=c1c2c3c(sc2ncn1/N=C/c1ccccc1)CCCC3
54) CC(C)(C)c1ccc(C(=O)N2CCC(=O)N(C(COCc3ccccc3)Cc3ccccc3)CC2)cc1 (stereo unspecified)
55) CNC(=O)c1[nH]cnc1C(=O)Nc1cccc(OC)c1
Assay by compound	51	52	53	54	55
FN deposit inh	11	x	x	4	x
PGC1a acetyl inh	0	3	2	x	-9
C2C12 statin	-12	10	x	3	13
PglD inh	2	2	5	8	-1
miR-122 sensor	-2	-4[16.7 µM]	-9	13	-1
CFTR F508del cor	3.3	0.4	x	-2.4	x
GSIS activator	x	19	x	-19	x
Cneo AK release	0	4	3	3	3
